F508del corr: correctors of CFTR F508del function in bronchial epithelial cells. activity (quench increase), % at 7.58 µM. CFBE cells, YFP halide quenching; stimulated with forskolin plus potentiator P3; % fluorescence drop versus neutral controls. AID 720511. actives 0.36% (n = 350,000);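 active means mean added fluorescence quench of at least 8% versus neutral control, with both replicates also reaching 8%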;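 further: cells transiently co-express mutant CFTR-F508del with the halide-sensitive YFP; corrector assay measuring rescue of mutant channel to the surface after 24 h compound exposure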
Cneo AK release: Cryptococcus neoformans lysis via adenylate kinase release; lysis activity, % at 15 µM; C. neoformans lysis, adenylate kinase release luminescence, 4 h; normalised: neutral wells 0, clomiphene wells 100; AID 651654; actives 0.2% (n = 360,000);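 active means mean lysis activity across replicates of at least 80%, whatever share of replicates individually reach that level; inactive means mean lysis activity below 80%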
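Signal: Adenylate kinase release luminescence | Assay system: Log-phase Cryptococcus neoformans yeast cells | Input: Cells at 5 × 10^6 per mL | Buffer or medium: Fresh YPD growth medium | Compound: Single dose | Schedule: Static 4 h at 37 °C with compound, 1 h detection | Controls: Clomiphene | Read-out: Luminescence rise reflecting yeast cell lysis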
FN deposition inh: fibronectin deposition inhibition | inhibition, % at 12.6 µM | actives 0.086% (n = 350,000) | AH1F fibroblasts, Alexa488-fibronectin deposition fluorescence, overnight | AID 743247;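 active means mean inhibition across replicates of 30% or more, regardless of how many single replicates reach that level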;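 further: positive control wells lacked labelled fibronectin entirely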
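Measured by – fluorescence 485/525 nm · System – AH1F fibroblast monolayer, labelled fibronectin deposition · Amount – 10000 cells per well · Buffer or medium – serum-reduced DMEM (2% serum) · Doses – single dose, pinned · Also added – fluorescent fibronectin at 24 nM final · Schedule – 1 h cell attachment, overnight exposure to compound and label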
Statin myotox sup: protects C2C12 myotubes from simvastatin toxicity; ATP luminescence, 48 h; scaled: DMSO 0, geranylgeraniol control 100; rescue of ATP level, % at 7.49 µM; actives 0.78% (n = 330,000);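 active means mean ATP rescue above about 67%, or every replicate alone reaching that limit, limit read from the data, passing the limit was not always enough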;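 further: myotubes were challenged with 10 µM simvastatin during compound exposure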
miR122 inh: blocks miR-122 activity in Huh7 sensor cells | Huh7 miR-122 Renilla luciferase sensor, 48 h; neutral wells = 0, positive control = 100 | activation (reporter increase), % at 12.5 µM | actives 0.3% (n = 340,000) | AID 602342;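 active means mean replicate activation score at least 90 and every replicate individually at or above 90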;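 further: higher luciferase means less miR-122 activity so hits act as miR-122 inhibitors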
PglD inh: PglD (C. jejuni) enzyme inhibition; purified PglD enzyme, DTNB colorimetric CoA detection; inhibition, % at 12.5 µM; actives 0.098% (n = 360,000); in the data active means inhibition above about 16%, passing the limit was not always enough; further: strong numbers were not always called active
PGC1a acetyl inh: modulators of PGC1a acetylation | U2OS PGC1a acetylation, AlphaScreen anti-acetyl-lysine; with virally co-expressed GCN5 acetyltransferase | inhibition, % at 15.6 µM | actives 0.17% (n = 350,000);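 active means every replicate shows inhibition of at least 40%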;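 further: 0% = neutral control wells and 100% = positive control wells; some results beyond the cut were filed as inactive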
INS-1E GSIS act: primary screen for activators of insulin secretion dependent on glucose, INS-1E cells, GLuc reporter luminescence; INS-1E GLuc reporter insulin secretion, 2-3 h; activation, % at 16.6 µM; actives 0.61% (n = 370,000); AID 743287;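 active means lowest replicate activation of at least 40%, so every replicate reaches that level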;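 further: 0% = median of neutral control wells and 100% = median of IBMX positive control wells; some compounds called inactive have numbers as strong as hits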
Starred values were filed as active, the others as inactive; x = not tested or not shown; [ ] = another dose, or the depositor's remark.

SMILES	F508del corr	Cneo AK release	FN deposition inh	Statin myotox sup	miR122 inh	PglD inh	PGC1a acetyl inh	INS-1E GSIS act
COc1ccc(-c2ccc3c(c2)O[C@@H](CN(C)Cc2cccnc2)[C@H](C)CN([C@@H](C)CO)S3(=O)=O)cc1	1.0	39	x	-40	x	-3	6	-24
COc1cccc(CN2CCC(Oc3ccc(C(=O)NCc4ccccn4)cc3)CC2)c1	0.7	-2	-3	5	-4	1	5	10
O=C1CSCN1c1ccc(Cl)cc1	3.4	0	-4	9	0	83*	2	-3
CC(C)(C)c1ccc(S(=O)(=O)NNC(=O)C2CCN(Cc3cccc(F)c3)CC2)cc1	2.4	x	12	x	x	x	-7	-29
CC1CN(c2ccnc3cc(Cl)ccc23)CC(C)O1 (stereo not drawn)	-0.2	0	7	-33	0	-2	7	24
Cc1ccc(N=Cc2nc(/C=C/c3cccc([N+](=O)[O-])c3)oc2O)cc1	0.5	3	x	49	0	-2	7	-3
COc1ccc(-n2c3c(cc(C(=O)N4CCN(CCO)CC4)c2=O)C(=O)CC(C)(C)C3)cc1	x	1	x	-4	-2	-2	5	8
Cc1ccccc1CN(C)CCS(=O)(=O)c1cc(Cl)ccc1Cl	-2.9	-6	-2	0	x	5	x	-25
CCOC(=O)N(C)c1c(CC)nc2c(OCc3ccccc3C)cccn12	0.0	8	-11	-31	4	-4	12	-14
COc1ccc(NC(=O)N(C)C[C@H]2Oc3cc(-c4cccc(C(=O)N(C)C)c4)ccc3S(=O)(=O)N([C@H](C)CO)C[C@@H]2C)cc1	0.3	-3	x	1	25[16.7 µM]	9	3	-3
Cn1c(=O)c(-c2ccccc2)nc2ccccc21	x	1	7	5	-1	-6	-8	x
COc1ccc(OCCn2c(C)nc3ccccc32)cc1	-2.1	2	1	-9	-6	1	-2	1

Look-ups from the list:
Value for CC1CN(c2ccnc3cc(Cl)ccc23)CC(C)O1 (stereo not drawn) in Statin myotox sup: -33
Value for Cn1c(=O)c(-c2ccccc2)nc2ccccc21 in Cneo AK release: 1
Value for COc1ccc(NC(=O)N(C)C[C@H]2Oc3cc(-c4cccc(C(=O)N(C)C)c4)ccc3S(=O)(=O)N([C@H](C)CO)C[C@@H]2C)cc1 in Statin myotox sup: 1
Value for O=C1CSCN1c1ccc(Cl)cc1 in FN deposition inh: -4

Later entries
SMILES	F508del corr	Cneo AK release	FN deposition inh	Statin myotox sup	miR122 inh	PglD inh	PGC1a acetyl inh	INS-1E GSIS act
O=C(O)CCc1ccc(S(=O)(=O)Nc2ccccc2N2CCCCC2)cc1	-0.5	-1	-2	-2	-1	-1	5	4
C[C@@H](NC(=O)C[C@H]1C[C@H]2c3cc(NC(=O)CN(C)C)ccc3O[C@H]2[C@@H](CO)O1)c1ccccc1	0.4	-1	-20	-3	-1[16.7 µM]	-2	-13	1
Cc1ccc([C@@H]2CC(=O)[C@@H]3CN(S(=O)(=O)c4ccc(C)cc4)[C@H](c4ccccc4F)C[C@@H]3N2S(=O)(=O)c2ccc(Cl)cc2)cc1	-1.7	0	-7	-10	-5	0	-11	-7
O=C1C2C3C=CC(C3)C2C(=O)N1CN(Cc1ccccc1)CN1C(=O)C2C3C=CC(C3)C2C1=O (stereo not drawn)	x	3	-11	2	-5	-3	2	x
COc1ccc(S(=O)(=O)Nc2ccc3c(c2)CC(=O)N([C@@H](C)CO)C[C@@H](C)[C@@H](CN(C)CC2CCCCC2)O3)cc1	0.5	7	x	21	2[16.7 µM]	3	-6	5
O=C(Cn1c(-c2ccccc2)noc1=O)Nc1ccc(S(=O)(=O)N2CCOCC2)cc1	x	x	-2	x	2	x	-7	-12
O=C(Cc1ccccc1)N[C@H]1C=C[C@@H](CC(=O)N2CCOCC2)O[C@@H]1CO	-2.2	95*	-1	-5	x	-1	-5	12
CC(C)NS(=O)(=O)c1ccc(CCC(=O)NCc2ccco2)cc1	x	-1	0	-7	-3	9	31	x
CC(=O)c1ccc(Nc2nc(C(N)CCc3ccccc3)cs2)cc1 (stereo not drawn)	2.5	-1	x	-10	7	6	6	-13
O=C(Nc1ccccc1)OCCOc1cccc(Br)c1	1.4	1	3	0	1	-5	27	x
O=[N+]([O-])c1cc([N+](=O)[O-])c(Oc2cccnc2Br)cc1NN1CCCCC1	3.2	-2	-23	-5	x	-5	x	18
Cc1ccc(S(=O)(=O)N2CCOCC2)cc1NC(=O)CNCc1ccccn1	-0.1	-7	1	-4	8	4	-2	4
O=C(O)CN(c1ccccc1[N+](=O)[O-])S(=O)(=O)c1ccccc1	3.5	x	9	x	x	x	5	-3
O=C(c1cccc(OC2CCN(C3CCCC3)CC2)c1)N1CCCCCCC1	-1.5	x	-6	x	x	x	-3	-4
O=C(CSc1nc2cc(Cl)ccc2s1)N1CCCc2ccccc21	-1.8	-20	x	-14	-3	5	-1	7
COc1ccc(/C=N\NC(=O)c2ccccc2)cc1COc1ccccc1	0.6	0	-5	-10	-1	-2	-1	7
COc1ccc(N(CC(=O)Nc2c(C)n(C)n(-c3ccccc3)c2=O)S(=O)(=O)c2ccc(C)cc2)cc1	2.1	x	4	x	1	x	-12	-4
CC(=O)N(C)C[C@@H]1[C@@H](c2ccc(C3=CCCCC3)cc2)[C@@H](CO)N1CC1CC1	1.8	-1	-15	-14	21[16.7 µM]	-1	-33	-12
COCCNC(=O)C(c1ccc(F)cc1)N(C(=O)CCC(=O)Nc1nccs1)c1cccc(C)c1 (stereo not drawn)	-2.6	-3	1	2	-5	x	7	13
O=C(O)CCCCCN1C(=O)/C(=C\c2ccc(-c3ccc(Cl)cc3)o2)SC1=S	1.3	21	4	133*	-2	-10	11	-22
C[C@@H]1CCCCO[C@H](CN(C)Cc2ccccc2)[C@@H](C)CN([C@H](C)CO)C(=O)c2cc(NC(=O)NC3CCCCC3)ccc2O1	0.7	1	x	x	-1[16.7 µM]	1	4	-5
CC(=O)Nc1ccc(NC(=O)COC(=O)c2ccc(C)s2)cc1	x	-5	4	-3	-10	2	-4	x
CCC(=O)OCC(=O)N=c1sccn1Cc1ccccc1Cl	-1.1	3	-2	4	0	-3	4	17
CCOc1ccc(NC2=NCCC(=O)N2Cc2cccs2)cc1	x	3	3	3	-2	2	4	x
Cc1cccc(N2CCN(c3ccc(N4C(=O)CCCC4=O)cc3[N+](=O)[O-])CC2)c1C	x	0	4	-17	-3	-3	-4	x
N#C[C@H]1[C@@H](c2ccccc2-c2ccc(F)cc2)[C@@H](CO)N1C(=O)Cc1ccccc1	0.8	x	5	x	x	x	7	-11
C[C@H](CO)N1C[C@H](C)[C@H](CN(C)S(=O)(=O)c2ccc(Cl)cc2)Oc2ccc(NS(=O)(=O)c3ccc(F)cc3)cc2CC1=O	-0.5	-2	x	48	7[16.7 µM]	-1	-6	6
Cc1ccc(-n2nc3c4c(cccc4c2=O)-c2ccccc2-3)cc1	x	-12	5	-4	-6	-3	1	x
CC(=O)NC1N=C(C)N(c2ccccc2)C1=O (stereo not drawn)	x	-3	x	5	-9	4	-5	8
COc1cc2cc(CN(CCN3CCCC3)C(=O)Nc3ccc(F)cc3)c(=O)[nH]c2cc1OC	x	0	x	-12	6	-4	6	x
O=C(CN1CCOCC1)Nc1ccc2c(c1)OCO2	0.0	-2	-3	1	-1	-6	7	-5
Cc1cccc(CCNC(=O)CCS(=O)(=O)c2cc3c(cc2C)NC(=O)CO3)c1	2.6	0	-3	6	-5	6	-30	x
O=C(N/C(=C/c1cccc(Br)c1)c1nc(=S)[nH][nH]1)c1ccccc1	x	-5	x	x	0	6	-14	-21
CSc1nnc(COc2ccc(C)cc2)n1N	x	5	-1	-41	-12	-6	x	x
CCN(CC)CCCNC(=O)C1c2cc(OC)c(OC)cc2C(=O)N(C)C1c1cccs1 (stereo not drawn)	x	-1	13	x	2	0	x	x
CCCS(=O)(=O)NC(=O)C1(C)CCCN(C(=O)c2cc(-c3cccs3)oc2C)C1 (stereo not drawn)	-0.2	2	x	-2	x	2	10	x
COc1ccc(C2=NS(=O)(=O)N(C)C(C(=O)N3CCc4ccccc4C3)=C2)cc1OC	-0.7	-6	6	4	9	-5	2	1
COc1ccc(NC(=O)CSc2nc3sc(C)cc3c(=O)n2C)c(OC)c1	-1.5	-1	3	8	0	5	2	-9
COc1ccc(N=C2S/C(=C\c3cc(C)n(C)c3C)C(=O)N2CC(C)C)cc1	x	-3	x	156*	-6	8	-10	x
COc1ccc(CNC(=O)C2CCC(CNc3c(N4CCCCC4)c(=O)c3=O)CC2)cc1 (stereo not drawn)	0.5	-2	8	x	-1	1	4	23
COc1ccc(S(=O)(=O)N(C)C[C@H]2Oc3c(NC(=O)c4cc(C)nn4C)cccc3C(=O)N([C@@H](C)CO)C[C@H]2C)cc1	1.0	-1	10	49	1[16.7 µM]	-2	9	-5
Cc1ccc(C)c(N(CC(=O)N2CCCCCC2)S(C)(=O)=O)c1	0.8	1	3	13	-4	-2	-3	x
O=C(NCCN1CCOCC1)c1nn2c(c1Cl)NC(c1ccccc1)CC2C(F)(F)F (stereo not drawn)	x	1	-4	2	-6	6	-2	15
COc1cc(CC(=O)Nc2ccccc2N2CCOCC2)cc(OC)c1OC	0.2	x	5	x	x	x	10	-4
O=C1Nc2ccccc2C1C(C[N+](=O)[O-])c1ccccn1 (stereo not drawn)	2.5	2	5	11	-1	-1	4	0
COc1ccc(C#Cc2ccc3c(c2)[C@]2(C(=O)N3)[C@H](c3ccc(O)cc3)N3[C@H](c4ccccc4)[C@H](c4ccccc4)OC(=O)[C@H]3[C@@H]2C(=O)N2CCc3cc(OC)c(OC)cc3C2)cc1	0.4	-20	x	x	x	-1	4	x
COc1ccc([C@@H]2CC=C(C(=O)O)[C@H](c3ccccc3F)N2S(=O)(=O)c2ccc(C)cc2)cc1OC	-0.3	3	-11	5	x	-2	x	-8
COc1ccc(C(=O)OCC(=O)Nc2cccc(S(=O)(=O)N3CCCCCC3)c2)cc1[N+](=O)[O-]	-5.9	5	2	-18	1	4	18	-13

In a second layout: results already given
SMILES | F508del corr | Cneo AK release | FN deposition inh | Statin myotox sup | miR122 inh | PglD inh | PGC1a acetyl inh | INS-1E GSIS act
COc1ccc(/C=N\NC(=O)c2ccccc2)cc1COc1ccccc1 | 0.6 | 0 | -5 | -10 | -1 | -2 | -1 | 7
COc1ccc(N(CC(=O)Nc2c(C)n(C)n(-c3ccccc3)c2=O)S(=O)(=O)c2ccc(C)cc2)cc1 | 2.1 | x | 4 | x | 1 | x | -12 | -4

Continuation:
SMILES	F508del corr	Cneo AK release	FN deposition inh	Statin myotox sup	miR122 inh	PglD inh	PGC1a acetyl inh	INS-1E GSIS act
CCCNC(=O)N(C)C[C@H]1Oc2ncc(C#CCC(C)C)cc2C(=O)N([C@H](C)CO)C[C@@H]1C	0.4	-2	-1	15	0[16.7 µM]	-1	2	1
O=C(O)C1Sc2[nH]c(=O)sc2C2c3cc(Cl)ccc3OC(=O)C12 (stereo not drawn)	x	-1	-5	12	-11	1	x	x
Cc1cc2ccccn2c1C(=O)Nc1ccc(Cl)cc1	-1.8	x	-3	x	x	x	-11	1
O=S(=O)(Nc1ncn[nH]1)c1ccc2ccccc2c1	x	3	x	12	-1	-1	-2	x
OCC[C@H]1C[C@H](O)[C@@H](O)[C@@]2(Cc3ccccc3O2)O1	-2.0	-5	-15	-6	-4	-2	-2	-15
CNc1cc(-c2ccc(OC)c(OC)c2)ncn1	-1.7	-2	1	-3	-2	4	x	37
CCOC(=O)c1sc(NC(=O)CSc2nccc(C)n2)c(C#N)c1C	x	3	8	-37	-5	-5	-6	x
CCn1c(SCC(=O)Nc2ncc(C(F)(F)F)cc2Cl)nnc1-c1cccc(C)c1	x	5	-23	0	-4	-3	-7	3
CC(Cc1cccs1)NC(=O)c1cccc(Cl)c1 (stereo not drawn)	0.3	-2	18	5	6	-3	x	-11
